Screens (PubChem)
U2OS ROS induce: raises reactive oxygen species in U2OS cancer cells; 46,000 compounds, 2% hits; U2OS ROS induction, H2DCF-DA fluorescence; ROS induction (% of piperlongumine), % at 10 µM; in the data active = ROS induction above about 79%, passing the limit was not always enough; inconclusive = no clear call, values can overlap the other calls;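 note: 0% = DMSO vehicle median and 100% = reference compound median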
An asterisk follows results filed as active; u = inconclusive.

SMILES | U2OS ROS induce
C[C@H]1CN([C@@H](C)CO)C(=O)c2cccc(NC(=O)Nc3ccc(F)cc3)c2O[C@@H]1CN(C)C | -3
Cc1ccc(S(=O)(=O)N(C)C[C@H]2Oc3c(NC(=O)c4ccc(-c5nccs5)cc4)cccc3C(=O)N([C@H](C)CO)C[C@@H]2C)cc1 | 13
O=S(=O)(Nc1ccccn1)c1cccc(S(=O)(=O)c2ccc(Br)cc2)c1 | -4
Cc1ccc(C(=O)OC2=C(c3ccccc3)C(=O)c3ccccc3C2=O)cc1 | 21
C[C@@H]1CN([C@@H](C)CO)C(=O)c2cccc(NC(=O)c3ccc(-c4nccs4)cc3)c2O[C@H]1CN(C)Cc1ccc(C(F)(F)F)cc1 | 71
C[C@H]1CN([C@@H](C)CO)C(=O)c2cccc(NC(=O)c3nc4ccccc4s3)c2O[C@H]1CN(C)Cc1ccc(C(F)(F)F)cc1 | 28
C[C@@H]1CN([C@@H](C)CO)C(=O)Cc2cc(NC(=O)Cc3ccccc3)ccc2O[C@@H]1CN(C)S(=O)(=O)c1ccc(F)cc1 | -1
COc1ccc(NC(=O)Nc2cccc3c2O[C@@H](CN(C)C(=O)Nc2ccc(OC)cc2)[C@H](C)CN([C@H](C)CO)C3=O)cc1 | -3
Nn1c(SCc2ccc(F)c3ccccc23)nc2ccccc2c1=O | u
C[C@H]1CN([C@@H](C)CO)C(=O)CCCn2nncc2CO[C@H]1CN(C)S(=O)(=O)c1ccc(Oc2ccccc2)nc1 | -10
Cc1n[nH]c(=S)n(/N=C/C=C/c2ccccc2)c1=O | 54
NC(=O)COc1ccc(C=C2C(=O)c3ccccc3C2=O)cc1 | 44
CN(C)c1nc(Cl)nc(N(C#N)CN2C(=O)c3ccccc3C2=O)n1 | 168*
COc1ccc(CN(C)C[C@@H]2Oc3ccc(NC(=O)Cn4cnnn4)cc3C(=O)N([C@H](C)CO)C[C@@H]2C)cc1 | 15
Cc1ccc(S(=O)(=O)N(C)C[C@@H]2Oc3ccc(NC(=O)Nc4ccc5c(c4)OCO5)cc3CC(=O)N([C@H](C)CO)C[C@H]2C)cc1 | 11
Cc1ccc(S(=O)(=O)N(C)C[C@H]2Oc3ccc(NC(=O)C4CCCCC4)cc3C(=O)N([C@@H](C)CO)C[C@@H]2C)cc1 | 9
COc1ccc(CN(C)C[C@H]2Oc3ccc(NC(=O)Nc4ccc(F)cc4)cc3CC(=O)N([C@@H](C)CO)C[C@H]2C)cc1 | 14
COC(CNC(=O)c1cc(S(=O)(=O)N2CC(C)CC(C)C2)ccc1F)OC (stereo unspecified) | 0
CN(CC(=O)N1CCc2ccccc21)S(=O)(=O)c1ccc2nc(-c3ccccc3)[nH]c2c1 | 29
C[C@@H]1CN([C@@H](C)CO)C(=O)c2cccc(NC(=O)c3ccc(-c4nccs4)cc3)c2O[C@@H]1CN(C)S(=O)(=O)c1ccc(Cl)cc1 | 36
C[C@H](CO)N1C[C@H](C)[C@H](CN(C)C)Oc2c(NC(=O)c3ccc(-c4nccs4)cc3)cccc2C1=O | -6
C[C@H](CO)N1C[C@H](C)[C@H](CN(C)C(=O)Nc2ccc3c(c2)OCO3)Oc2ccc(NC(=O)Nc3cccc4ccccc34)cc2C1=O | 79*
O=C(O)CCC(=O)N=S(c1ccccc1)c1ccccc1 | 12
O=C(O)CSc1nc2ccccc2o1 | 21
COc1ccc(S(=O)(=O)Nc2cccc3c2O[C@@H](CN(C)CC2CC2)[C@H](C)CN([C@@H](C)CO)C3=O)cc1 | 23
O=C(Nc1ccc(Cl)cc1)N1CCC(C(c2ccccc2)c2ccccc2)CC1 | -7
C=CCN1Cc2ccccc2C[C@@]2(COC(c3ccc(OCCCO)cc3)=N2)C1=O | 17
CCN1C(N)=C(C#N)C2(CCNCC2)c2nc(C)oc21 | -4
Cc1cc(C)nc(SCCC(=O)N2CCOCC2)n1 | 69
CCOC(=O)c1cnc(Nc2nc3ccccc3o2)nc1CSc1nnc(C)s1 | 22
CC(C)NC(=O)Nc1ccc2c(c1)C(=O)N([C@H](C)CO)C[C@H](C)[C@H](CN(C)C(=O)NC(C)C)O2 | -9
CCn1c(SCC(=O)c2cccc([N+](=O)[O-])c2)nnc1-c1ccc(Cl)cc1 | 7
CCC(C)c1ccc(NC(=O)c2ccc(N(CC)CC)cc2)cc1 (stereo unspecified) | 54
N=C1S/C(=C/c2ccco2)C(=O)N1c1nccs1 | -3
COc1ccc(S(=O)(=O)N(C)C[C@H]2Oc3c(NC(=O)c4cnccn4)cccc3C(=O)N([C@H](C)CO)C[C@H]2C)cc1 | -5
N#CCn1cnc2c(cnn2-c2ccccc2)c1=O | -16
CCC1Oc2ccc(C)cc2N(CC(=O)NCCCN2CCN(c3ccccc3F)CC2)C1=O (stereo unspecified) | 7
CCC(Sc1nnc(C)s1)C(=O)Nc1ccc(Cl)cc1 (stereo unspecified) | 23
C[C@@H]1CN([C@H](C)CO)C(=O)c2cccc(NC(=O)C3CC3)c2O[C@@H]1CN(C)Cc1ccccc1 | 1
Clc1ccc(N2CCCCCCC2)nn1 | -11

A draw from above in order of formula weight, lowest first.
SMILES | U2OS ROS induce
O=C(O)CCC(=O)N=S(c1ccccc1)c1ccccc1 | 12
CCC(Sc1nnc(C)s1)C(=O)Nc1ccc(Cl)cc1 (stereo unspecified) | 23
CCC1Oc2ccc(C)cc2N(CC(=O)NCCCN2CCN(c3ccccc3F)CC2)C1=O (stereo unspecified) | 7
C[C@H](CO)N1C[C@H](C)[C@H](CN(C)C(=O)Nc2ccc3c(c2)OCO3)Oc2ccc(NC(=O)Nc3cccc4ccccc34)cc2C1=O | 79*

The list continues.
SMILES | U2OS ROS induce
CC(C)NC(=O)N(C)C[C@H]1Oc2ccc(NC(=O)CCCN(C)C)cc2C(=O)N([C@@H](C)CO)C[C@H]1C | -7
COc1ccc(CN(C)C[C@H]2Oc3c(NC(=O)Nc4ccc(F)cc4)cccc3C(=O)N([C@@H](C)CO)C[C@H]2C)cc1 | 12
Cc1noc(C)c1NC(=O)Nc1cccc2c1O[C@@H](CN(C)C(=O)Nc1c(C)noc1C)[C@@H](C)CN([C@@H](C)CO)C2=O | -2
Cc1cccc(N(CC(=O)Nc2ccc(I)cc2C)S(C)(=O)=O)c1 | 129*
Cn1cccc1Cc1nnc(SCC(=O)Nc2ccc3c(c2)OCO3)n1-c1ccc(F)cc1 | -2
Cc1ccc(S(=O)(=O)Nc2ccc3c(c2)CC(=O)N([C@@H](C)CO)C[C@@H](C)[C@@H](CN(C)C(=O)NC(C)C)O3)cc1 | -3
CNC[C@@H]1Oc2ccc(NC(=O)NC3CCCCC3)cc2C(=O)N([C@H](C)CO)C[C@H]1C | 5
C[C@H]1CN([C@@H](C)CO)C(=O)c2cc(NC(=O)C3CCCCC3)ccc2O[C@@H]1CN(C)Cc1ccc(-c2ccccc2)cc1 | u
COc1cc([N+](=O)[O-])ccc1NC(=O)CSc1nc(C)cc(-c2ccc(Cl)cc2)n1 | 1
Cc1ccc(NC2CCCCC2NS(=O)(=O)c2ccccc2)cc1 (stereo unspecified) | 3
O=C(CCCCCCC(=O)Nc1ccccc1O)N/N=C/c1ccc2c(c1)OCCO2 | 0
COc1ccc(OC)c(NC(=O)CN2CCC(C(N)=O)(N3CCCCC3)CC2)c1 | -5
Cc1cccc(S(=O)(=O)N(C)C[C@H]2OCc3cnnn3CCCC(=O)N([C@@H](C)CO)C[C@@H]2C)c1 | u
Cc1noc(C)c1NC(=O)Nc1ccc2c(c1)CC(=O)N([C@H](C)CO)C[C@@H](C)[C@H](CN(C)Cc1ccc(Cl)c(Cl)c1)O2 | 9
O=C(NCC12CC3CC(CC(C3)C1)C2)c1ccccc1 | 27
C[C@H]1CN([C@@H](C)CO)C(=O)c2cccc(NS(=O)(=O)c3cn(C)cn3)c2O[C@@H]1CN(C)Cc1ccc(-c2ccccc2)cc1 | 37
C/C(=C\Cc1c(O)cc2oc(C)cc(=O)c2c1O)CO[C@@H]1O[C@H](CO)[C@@H](O)[C@H](O)[C@H]1O | -1
CSCCC(N)C(=O)NC(CC(C)C)C(=O)NC(Cc1ccccc1)C(=O)O (stereo unspecified) | -2
C[C@@H]1CN([C@@H](C)CO)C(=O)CCCn2cc(nn2)CO[C@@H]1CN(C)S(=O)(=O)c1ccc(-c2ccccc2)cc1 | 11
CC(C)NC(=O)Nc1ccc2c(c1)C(=O)N([C@H](C)CO)C[C@@H](C)[C@@H](CN(C)CC1CCCCC1)O2 | -4
Cc1cccc(NC(=O)c2nnn(-c3cccc(C(F)(F)F)c3)c2N)c1 | -17
C[C@@H]1CN([C@@H](C)CO)C(=O)CCCn2cc(nn2)CO[C@@H]1CN(C)S(=O)(=O)c1ccccc1F | 33
C[C@H](CO)N1C[C@H](C)[C@H](CN(C)S(=O)(=O)c2cn(C)cn2)Oc2ncc(C#Cc3cccc(F)c3)cc2C1=O | 16
O=C(CSc1ncnc2sc(-c3ccccc3)cc12)NC1CCCCC1 | -2
C[C@@H]1CN([C@H](C)CO)C(=O)c2cc(NC(=O)Nc3ccc(C(F)(F)F)cc3)ccc2O[C@H]1CN(C)S(=O)(=O)c1ccc(F)cc1 | -1
C[C@@H]1CN([C@H](C)CO)C(=O)c2cc(N(C)C)ccc2O[C@H]1CN(C)C(=O)Nc1ccc2c(c1)OCO2 | -4
Cc1cc(C)c(S(=O)(=O)N(C)CC(=O)Nc2ccccc2F)c(C)c1 | -12
Cc1ccc(/C=N/NC(=O)CCCCCCC(=O)O)o1 | -6
O=C1CCN(Cc2ccccc2)C(=O)N1 | -16
CCOC(=O)Cc1c(-c2ccccc2)c2cc(Cl)ccc2[nH]c1=O | -2
CC(/C=N/n1c(COc2ccccc2)n[nH]c1=S)=C\c1ccco1 | 15
CC(C)(C)C(=O)C(Cc1c(F)cccc1Cl)C(=O)C(C)(C)C | -8
Cc1cccc(NC2=C(n3nnc4ccccc43)C(=O)c3ccccc3C2=O)c1 | 4
CCn1c(SCC(=O)N2c3ccccc3Sc3ccccc32)nnc1-c1cccc(Cl)c1 | u
C[C@@H]1CN([C@H](C)CO)C(=O)c2cccc(NC(=O)C3CC3)c2O[C@H]1CN(C)S(=O)(=O)c1ccccc1 | 2
c1ccc(-c2nnc(SCCC3OCCCO3)o2)cc1 | -15
O=c1cc(-c2ccc(O)cc2)oc2cc(O)c(C3OC(CO)C(O)C(O)C3O)c(O)c12 (stereo unspecified) | 1
CCOC(=O)CCc1nc2ccc(O)cc2[nH]1 | 2
CN(C)c1cc(C(F)(F)F)nc2cc(C(C)(C)C)nn12 | -6
C[C@H](CO)N1C[C@H](C)[C@@H](CN(C)S(=O)(=O)c2ccc(F)cc2)Oc2c(NC(=O)c3ccncc3)cccc2C1=O | -5

Next section
smiles	U2OS ROS induce
Cc1cc(Oc2ccccc2)nc(SCC(=O)Nc2ccc(Cl)cc2Cl)n1	10
C/C(=C\C(=O)O)CCC1C(C)(O)CCC2C(C)(CO)CCCC12C (stereo unspecified)	-7
C[C@@H]1CN([C@H](C)CO)C(=O)c2cccc(NC(=O)Nc3cccc4ccccc34)c2O[C@H]1CN(C)S(=O)(=O)c1cccs1	3
COc1ccc(NC(=O)C2CC=CCC2C(=O)Nc2ccccc2Cl)cc1 (stereo unspecified)	-2
COc1cc(C(=O)Nc2ccc(S(=O)(=O)Nc3ccccn3)cc2)cc(OC)c1OC	10
CC(=O)Nc1ccc(Br)c(C(F)(F)F)c1	0
O=C(NO)c1ccc(C(=O)N/N=C/c2ccc(F)c(Oc3ccccc3)c2)cc1	1
C[C@H](CO)N1C[C@H](C)[C@H](CN(C)C(=O)NC2CCCCC2)Oc2ncc(-c3ccc(F)cc3)cc2C1=O	7
COc1ccc(S(=O)(=O)Nc2ccc3c(c2)CC(=O)N([C@@H](C)CO)C[C@H](C)[C@@H](CN(C)C(=O)Nc2c(C)noc2C)O3)cc1	-5
Cc1nnc(SCC(=O)Nc2cccc(C)c2C)s1	0
CCc1nn(CCCC(=O)N(C)Cc2ccccc2)c(=O)c2cc3occc3n12	0
CCC(=O)Nc1cc2c(C)cc(=O)oc2cc1C	-3
O=C(CSc1nc2ccccc2[nH]1)Nc1cccc2ccccc12	-15
CC(=O)N1CC2(NC(=O)c3ccccc3N2)c2ccccc21 (stereo unspecified)	-1
CCN(CC)c1ccc(/C=C2/C(=O)NN(c3ccc(C)cc3)C2=O)cc1	-10
O=C(NCCc1ccccc1)C1CC(=O)N(C2CCCC2)C1 (stereo unspecified)	-4
O=C(O)CCc1nn2c3ccccc3n(Cc3ccccc3)c2nc1=O	-3
Cc1ccc(S(=O)(=O)Nc2ccc3c(c2)C(=O)N([C@H](C)CO)C[C@H](C)[C@H](CN(C)C(=O)NC(C)C)OCCCC[C@@H](C)O3)cc1	-3
O=C(N/N=C/c1cc(O)ccc1O)c1ccccn1	-11
CCOC(=O)c1sc(Nc2ccccc2C(F)(F)F)c(C(=O)OCC)c1N	2
O=C(Nc1ccccc1C(F)(F)F)c1cccs1	-6
CC(C)(C)OC(=O)Nc1cccc(/C=N/NC(=O)c2ccc(C(=O)NO)cc2)c1	-12
COc1ccc(CN(C)C[C@H]2Oc3ccc(NC(=O)C4CCCCC4)cc3C(=O)N([C@@H](C)CO)C[C@@H]2C)cc1	-10
COc1cc(OC)c(C2=NOC(C(=O)NCc3ccco3)C2)cc1Cl (stereo unspecified)	4
C[C@@H]1CN([C@H](C)CO)C(=O)c2cccc(NC(=O)C3CC3)c2O[C@H]1CN(C)C(=O)Nc1cccc2ccccc12	-4
CN(Cc1ccccc1)C(=O)c1noc2c1COc1ccccc1-2	-7
O=C(Nc1ccccc1C(=O)O)OCC1c2ccccc2-c2ccccc21	57

Rewritten field by field: entries from further up
O=C(O)CCC(=O)N=S(c1ccccc1)c1ccccc1
  U2OS ROS induce = 12

O=C(O)CSc1nc2ccccc2o1
  U2OS ROS induce = 21

COc1ccc(S(=O)(=O)Nc2cccc3c2O[C@@H](CN(C)CC2CC2)[C@H](C)CN([C@@H](C)CO)C3=O)cc1
  U2OS ROS induce = 23

O=C(Nc1ccc(Cl)cc1)N1CCC(C(c2ccccc2)c2ccccc2)CC1
  U2OS ROS induce = -7

A portion of the library; count on the stated rates, not on these rows.
